High-throughput results (PubChem BioAssay)
GPR7 antagonist – human neuropeptides B/W receptor 1 antagonism. P48145. GPR7-expressing cells, fluorescence antagonist assay. inhibition, % at 4.4 µM. 1.1% of 290,000 active; in the data active = inhibition above about 16%, passing the limit was not always enough;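 note: cells stimulated with the agonist NPW; 0% = agonist with vehicle and 100% = vehicle without agonist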
Target sequence (P48145 whole entry, looked up): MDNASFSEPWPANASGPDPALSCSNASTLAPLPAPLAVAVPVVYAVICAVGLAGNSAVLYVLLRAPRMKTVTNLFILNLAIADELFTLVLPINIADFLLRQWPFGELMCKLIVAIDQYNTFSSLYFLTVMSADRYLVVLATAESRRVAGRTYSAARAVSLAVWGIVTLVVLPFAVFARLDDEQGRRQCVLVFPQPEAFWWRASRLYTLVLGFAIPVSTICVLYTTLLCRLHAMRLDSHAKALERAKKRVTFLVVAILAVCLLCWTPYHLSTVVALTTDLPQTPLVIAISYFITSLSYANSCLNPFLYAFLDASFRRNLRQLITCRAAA
HCV NS3 hel inh – HCV NS3 helicase inhibition; NS3 helicase DNA unwinding, Cy5 molecular beacon fluorescence; inhibition, % at 10.9 µM; 0.56% of 290,000 active; AID 1800;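 active = inhibition above the mean of all tested compounds plus 3 SD, set per campaign, cut at about 35% in these data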;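 note: 0% = DMSO wells and 100% = thioflavine S control wells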
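System: Hepatitis C virus NS3 helicase domain fragment enzyme | Reagent: Annealed dual-labelled DNA beacon duplex, ATP-started | Compound dosing: 10.9 µM single point, 0.8% DMSO | Incubation: 1 h reaction at 25 °C, ATP-initiated | Technique: Cy5 fluorescence | Evaluation: Percent inhibition from t60/t0 fluorescence ratio | Benchmarks: Low DMSO, high thioflavine S at 110 µM | Replication: Singlicate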
FID counter – displaces DNA intercalator in HCV helicase counter-screen; 0.17% of 290,000 active; DNA fluorescent intercalator displacement, fluorescence; AID 1845; inhibition, % at 7.9 µM; in the data active = inhibition above about 37%;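 note: 0% = vehicle and 100% = reference compound; higher means more ethidium bromide displaced from hairpin DNA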
VIM-2 inh – blocks Pseudomonas aeruginosa VIM-2 metallo-beta-lactamase | purified VIM-2, nitrocefin hydrolysis, epi-absorbance fluorescence | inhibition, % at 5.6 µM | 0.89% of 290,000 active | AID 1527;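 active = inhibition above the mean of all tested compounds plus 3 SD, cutoff set per screening run, cut at about 7.5% in these data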;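 note: red hydrolysis product quenches plate fluorescence so inhibitors raise well fluorescence; 0% = enzyme with DMSO and 100% = DMSO without enzyme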
IMP-1 inhibitor – blocks Pseudomonas aeruginosa IMP-1 metallo-beta-lactamase. purified IMP-1, nitrocefin hydrolysis, epi-absorbance fluorescence. inhibition, % at 5.6 µM. 0.45% of 290,000 active. AID 1556;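 active = inhibition above the mean plus 3 SD of all compounds in the same screening run, cut at about 4.5% in these data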;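 note: 0% = IMP-1 with DMSO and 100% = DMSO wells lacking enzyme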
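Material – recombinant IMP-1 enzyme, purified · Amount – IMP-1 0.2 nM before substrate addition · Medium – HEPES buffer pH 7.1 with ZnSO4 and Brij 35 · Timing – 25 °C, 15 min preincubation, 25 min reaction · Measured by – plate fluorescence quenching by hydrolysis product, ex 480/em 530 nm · Read-out – percent enzyme inhibition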
OXTR ag – agonists of human oxytocin receptor; P30559; CHO-OTR cells, Fluo-8 calcium fluorescence; normalized: DMSO 0%, oxytocin 100%; activation, % at 3 µM; 0.32% of 320,000 active; AID 2435;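 active = activation above the mean of all tested compounds plus 3 SD, cutoff set per screening run, cut at about 20% in these data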;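 note: peak over basal fluorescence ratio from a 100 s FLIPR kinetic read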
PHOSPHO1 inh – blocks human PHOSPHO1 phosphatase activity | Q8TCT1 | recombinant PHOSPHO1, absorbance phosphatase assay | inhibition, % at 13.3 µM | 1.1% of 290,000 active; in the data active = inhibition above about 60%
GalR3 antagonist – human GalR3 antagonism; O60755; AID 651719; 0.44% of 360,000 active; HEK293 GalR3-CNG cAMP membrane potential fluorescence; galR3 body fused to GalR1 C-terminus; inhibition, % at 3 µM;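 active = inhibition above the screen-wide average plus 3 SD, cut at about 13% in these data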;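 note: forskolin and galanin both at EC90 stimulate the cells; cAMP rise reported by CNG channel membrane potential dye signal; 0% = forskolin plus galanin with DMSO and 100% = forskolin alone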
Target sequence (O60755 1-299 limits assumed): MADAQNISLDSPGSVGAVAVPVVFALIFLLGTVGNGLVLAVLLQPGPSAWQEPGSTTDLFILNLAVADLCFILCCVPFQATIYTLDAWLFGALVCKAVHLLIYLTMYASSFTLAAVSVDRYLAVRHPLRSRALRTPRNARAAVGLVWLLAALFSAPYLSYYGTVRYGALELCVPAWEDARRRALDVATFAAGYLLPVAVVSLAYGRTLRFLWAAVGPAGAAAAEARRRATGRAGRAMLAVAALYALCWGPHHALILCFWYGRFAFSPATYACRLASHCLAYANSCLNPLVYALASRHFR
V1aR counter – counter-screen for oxytocin receptor agonists: human V1a receptor agonists; CHO-V1R cells, Fluo-8 calcium fluorescence, agonist mode; 0% DMSO, 100% 3 nM vasopressin; activation, % at 3 µM; 0.25% of 320,000 active; AID 2797;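 active = activation above the mean activation of all tested compounds plus 3 SD, per screening run, cut at about 20% in these data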;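 note: signal is peak over basal fluorescence ratio across a 100 second FLIPR read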
Target sequence (P37288 whole entry, looked up): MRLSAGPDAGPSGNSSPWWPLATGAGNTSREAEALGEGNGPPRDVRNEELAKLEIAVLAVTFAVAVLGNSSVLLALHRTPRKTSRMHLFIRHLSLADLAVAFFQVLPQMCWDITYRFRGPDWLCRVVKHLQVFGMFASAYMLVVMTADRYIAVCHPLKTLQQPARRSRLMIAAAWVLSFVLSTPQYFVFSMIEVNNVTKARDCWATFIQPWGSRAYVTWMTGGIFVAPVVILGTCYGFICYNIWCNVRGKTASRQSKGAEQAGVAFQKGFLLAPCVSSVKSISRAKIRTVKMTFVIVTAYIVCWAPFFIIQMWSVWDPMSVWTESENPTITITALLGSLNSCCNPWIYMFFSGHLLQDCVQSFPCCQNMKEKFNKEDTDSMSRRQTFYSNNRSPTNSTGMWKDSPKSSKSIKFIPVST
* hit, by the source's call; . = no result given.

SMILES	GPR7 antagonist	HCV NS3 hel inh	FID counter	VIM-2 inh	IMP-1 inhibitor	OXTR ag	PHOSPHO1 inh	GalR3 antagonist	V1aR counter
Cn1c(SCc2ccccc2Cl)nc(C(F)(F)F)cc1=O	-8.4	-0.9	0.8	-2.7	-1.4	-0.9	-1.1	-4.8	-0.3
O=C(N/C(=C\c1ccco1)C(=O)N1CCCC1CO)c1ccccc1 (stereo unspecified)	-1.0	16.3	-24.2	-0.6	-1.5	1.4	40.5	-8.0	7.4
O=C1c2ccccc2C(=O)N1c1n[nH]c(CCc2ccccc2)n1	-15.3	0.5	1.7	-5.0	-2.5	0.6	-40.9	-1.1	-0.2
Cc1cccc2c1CC(C)(C)N=C2C1=C(O)CC(C)(C)CC1=O	4.3	5.6	-9.9	1.6	-0.5	-0.3	34.3	-2.7	-0.8
Cc1nc2sc3c(c2c(=N)n1N)CCCC3	-4.5	-9.6	-6.2	1.4	-1.1	0.1	-27.4	-1.9	1.6
CCc1ccccc1NC(=S)N1CCC(NC(=O)c2ccc(OC)cc2)CC1	3.4	-2.0	0.3	-5.5	-4.0	0.3	-34.8	0.3	1.3
Cc1nccn1CCC(=O)Nc1ccc(Cl)cc1	-13.4	6.1	6.1	-2.2	-4.5	0.8	-12.2	-7.2	0.7
Cc1ccc(CCNC(=O)C2CCCN(S(=O)(=O)c3cnc[nH]3)C2)cc1 (stereo unspecified)	-1.9	1.2	0.3	0.2	4.8*	1.1	-2.0	1.4	1.4
O=C(NNC(=O)c1ccc[nH]1)c1cccc(C(F)(F)F)c1	-4.8	-0.4	-3.9	0.1	-2.5	-0.8	14.5	-0.2	-0.6
C=C(C)C(=O)O[C@H]1C/C(C)=C\C(=O)/C=C(\C)[C@H](O)[C@@H]2OC(=O)C(=C)[C@@H]21	.	.	.	.	.	-0.9	-4.3	6.5	-0.7
CC(C)c1cc(NC(=O)CSc2nnc(-c3ccccc3F)n2C)on1	-1.9	-2.3	-24.8	-2.0	-3.5	-2.0	33.4	-0.6	-1.2
Cc1nc2ccc(S(=O)(=O)NC(C(=O)NC3CCCC3)C(C)C)cc2s1 (stereo unspecified)	-6.7	-4.0	-3.0	0.7	-1.7	-1.1	4.7	1.4	0.0
COCCNC(=S)N(CCc1c(C)[nH]c2ccc(C)cc12)Cc1cc(OC)c(OC)c(OC)c1	13.2	-27.6	-30.9	-0.2	-1.1	1.1	-8.6	4.0	0.1
O=C(NCCCO)c1ccc2[nH]c3c(c2c1)CCCC3	-7.9	-2.6	-1.6	-1.7	-2.5	4.0	22.3	6.8	0.1
C[C@H](NS(=O)(=O)c1ccc(Cl)c(Cl)c1)C(=O)OCc1cc(=O)n2cc(Br)ccc2n1	1.8	19.1	-14.0	-0.5	-2.3	1.5	24.2	-2.2	3.5
Cc1ccc(/C=C2/SC(=S)N(CCC(=O)N3CCN(c4ccccc4)CC3)C2=O)cc1	-7.4	-2.9	-2.7	0.7	-2.0	.	25.3	.	.
CC(Sc1ccsc1[N+](=O)[O-])C(=O)NCc1ccccc1 (stereo unspecified)	3.4	8.6	4.0	-2.9	-3.4	-0.8	22.8	-5.3	0.1
Cc1nc(NC(=O)C2CCCCC2C(=O)O)sc1C (stereo unspecified)	-23.2	1.6	-7.9	-2.2	-1.1	0.1	37.7	-4.0	-0.1
CN(Cc1nc2ccccc2c(=O)[nH]1)c1ccccc1	-12.2	9.1	-4.7	-2.6	-2.5	0.4	-4.0	2.8	0.7
Cc1ccc(-c2cc(C(=O)Nc3ccc(S(=O)(=O)Nc4onc(C)c4C)cc3)c3ccccc3n2)cc1	-1.7	-18.9	-23.3	-4.1	-2.4	-0.2	43.8	-8.1	0.3
O=C(CCn1c(=O)c2cccn2c2cccnc21)N1CCN(c2cccc(Cl)c2)CC1	-12.6	16.4	-39.8	0.4	-3.7	0.9	59.4	.	3.6
CC(=O)Nc1c([N+](=O)[O-])cc2[nH]c(=O)[nH]c2c1[N+](=O)[O-]	-1.1	-1.6	-12.1	-2.3	-2.2	0.2	32.0	-0.8	0.0
Cc1ccc(N2CC(C(=O)Nc3ccncc3)CC2=O)cc1 (stereo unspecified)	-9.8	3.2	-1.5	-3.0	-4.6	-1.7	10.9	-1.0	-0.3
Cc1cc(=O)oc2c1c(C)nn2-c1cccc(Cl)c1	-17.6	4.0	-0.5	-0.7	-2.7	-2.0	29.2	-5.3	-0.7
CCOC(=O)N1CCC(NC(=O)C(NS(=O)(=O)c2cccc3nsnc23)c2ccccc2)CC1 (stereo unspecified)	-17.0	2.4	-27.8	-2.7	-2.9	-1.1	-0.7	-7.8	-1.5
CCN(CC)S(=O)(=O)c1cccc(-c2nnc(SCC(=O)c3cc(C)n(C4CC4)c3C)o2)c1	.	.	.	.	.	-0.2	1.3	-2.9	-0.4
O=C(Nc1cc([N+](=O)[O-])ccc1O)c1ccc2c(c1)C(=O)N(Cc1ccco1)C2=O	1.5	6.9	12.4	0.0	-1.1	3.3	9.6	0.9	5.7
Cc1ccc(-c2nn(C)c(=O)c3ccccc23)cc1CNS(C)(=O)=O	-9.9	-4.4	-20.1	7.2	-2.4	1.2	1.3	0.0	1.5
Cc1ccccc1P(=O)(CO)c1ccccc1C	-7.5	5.8	-0.9	-0.6	0.8	0.2	-12.0	-1.2	1.4
CC(C)Oc1ccc(C(=O)CCN2CCCCC2)cc1	-5.1	-7.1	5.8	-5.8	-6.0	1.2	-18.9	-4.4	0.8
COc1ccc(C(=O)NC(=S)NCC2CCCO2)cc1 (stereo unspecified)	-14.0	-2.5	-0.5	-3.5	-2.3	-0.5	-10.5	-11.3	0.6
CSc1ccc(CN2CCC(Oc3ccc(C(=O)N4CCCC4)cc3)CC2)cc1	-5.1	-21.8	22.2	-2.5	1.5	0.8	11.9	-2.3	2.6
c1ccc(CSc2nc3ccccc3[nH]2)cc1	4.7	3.4	-3.1	-1.5	-1.0	-2.5	12.9	-1.6	4.2
COc1ccccc1CNc1ccc(Br)cn1	28.1	0.6	-5.9	2.4	0.6	-1.6	15.3	-8.6	-0.9
CCOC(=O)C(C)Sc1ncc(OC)c(Sc2ccc(Cl)cc2)n1 (stereo unspecified)	0.6	-6.6	-10.8	-0.3	-0.1	-0.1	-21.7	-6.1	-1.0
COc1ccccc1NC=C1C(=O)OC(C)(C)OC1=O	-10.2	9.5	-0.7	-1.8	-5.3	-0.2	-24.9	-5.2	0.7

Ordered by SMILES length (falling): part of the list above.
SMILES	GPR7 antagonist	HCV NS3 hel inh	FID counter	VIM-2 inh	IMP-1 inhibitor	OXTR ag	PHOSPHO1 inh	GalR3 antagonist	V1aR counter
COc1ccccc1NC=C1C(=O)OC(C)(C)OC1=O	-10.2	9.5	-0.7	-1.8	-5.3	-0.2	-24.9	-5.2	0.7
Cc1ccccc1P(=O)(CO)c1ccccc1C	-7.5	5.8	-0.9	-0.6	0.8	0.2	-12.0	-1.2	1.4
COc1ccccc1CNc1ccc(Br)cn1	28.1	0.6	-5.9	2.4	0.6	-1.6	15.3	-8.6	-0.9

(list continues)
SMILES	GPR7 antagonist	HCV NS3 hel inh	FID counter	VIM-2 inh	IMP-1 inhibitor	OXTR ag	PHOSPHO1 inh	GalR3 antagonist	V1aR counter
O=C(Nc1ccc(F)cc1)C(Cc1ccccc1)n1cccc1 (stereo unspecified)	0.8	5.0	-0.5	-3.0	-2.8	1.6	43.2	2.2	-0.2
CC(C)[C@H](NC(=O)c1ccco1)C(=O)OCC(=O)N(C)c1ccccc1	-8.2	-3.3	-6.0	-0.5	-2.4	3.1	32.7	-3.1	0.2
C/C(=N\NC(=O)c1cccc(C)c1)c1ccc(N2CCOCC2)cc1	4.8	3.6	-2.4	-0.8	-3.8	-1.3	5.5	0.3	1.0
COc1ccc(C(=O)N2CCCC(c3nc(-c4cccs4)no3)C2)cc1 (stereo unspecified)	17.5	-1.4	-23.4	-0.9	-0.9	1.0	-2.9	-8.6	1.0
O=S(=O)(c1ccc(F)cc1)N1CCC2(CC1)OCCO2	-10.2	-3.5	-0.5	-0.9	-1.6	-0.5	24.6	-1.7	-1.0
CC(=O)c1cccc(Nc2nc(-c3cccc([N+](=O)[O-])c3)cs2)c1	1.6	-1.5	5.7	-2.0	-4.0	-1.4	10.4	5.7	-0.5
CCCN(CCC)S(=O)(=O)c1ccc(NS(=O)(=O)c2ccc(F)cc2)cc1	-4.4	3.3	-17.2	-1.7	-0.7	-1.1	-5.1	-5.5	2.3
CC(C)N(CCCNC(=O)c1ccc(CS(=O)(=O)c2c(Cl)cccc2Cl)o1)Cc1ccccc1	-2.1	-7.5	14.4	-1.4	-3.1	-0.7	18.3	-5.2	-0.6
CC(Oc1ccc(Cl)cc1)C(=O)NNC(=S)NC(=O)c1ccco1 (stereo unspecified)	7.0	7.9	-8.7	-2.8	-2.1	26.3*	31.4	-6.1	10.8
CC(C)(C)c1nc(NCC2CCCO2)c2nnn(Cc3ccccc3)c2n1 (stereo unspecified)	-17.9	1.5	-6.0	-0.7	-2.6	0.0	8.6	-7.2	0.0
O=C(C1=C(O)C(=O)N(CCN2CCOCC2)C1c1ccccn1)c1cccs1 (stereo unspecified)	-5.8	-10.7	-3.1	-0.5	-2.2	1.2	12.4	1.8	2.2
O=C(Nc1nncs1)c1c(F)c(F)c(F)c(F)c1F	12.4	4.4	0.8	-0.7	-1.6	-0.2	12.4	-3.7	0.2
CC(C)Oc1ccc(CCc2nnc(SCC(=O)O)n2-c2ccccc2)cc1	0.8	10.0	-35.2	-1.8	-2.1	-0.6	-1.3	3.5	-0.1
Cc1cccc(Cc2nnc(CCC(=O)N3CCCC(CN4CCOCC4)C3)o2)c1 (stereo unspecified)	-3.9	-11.4	-2.5	-2.3	0.7	-0.8	11.7	-4.3	0.2
Cc1cc(C)n(Cc2ccc(C(=O)Nc3cccc(Br)c3)o2)n1	-10.4	2.3	-17.1	-3.4	-2.5	4.0	-10.6	-10.4	3.0
COC(=O)c1c(NC(=O)c2cccs2)sc2c1CCCC2	-20.4	1.1	-5.1	-3.2	-2.9	-1.1	-8.7	-2.1	0.4
O=C(Nc1cccc(-c2csc(Nc3cccc(C(F)(F)F)c3)n2)c1)c1ccccc1	.	.	.	.	.	-1.7	35.3	-1.3	0.3
O=C(C1CCN(S(=O)(=O)c2cccs2)CC1)N1CCN(c2ccccc2)CC1	0.3	6.1	-31.1	0.2	-0.4	1.1	-4.9	0.3	-0.2
Cc1c(C)c(C)c(S(=O)(=O)Nc2ccc3[nH]c(=O)[nH]c3c2)c(C)c1C	-7.3	-10.4	-19.3	0.6	0.4	1.1	10.3	-12.0	0.0
Cc1nc2c(ncn2-c2ccccc2)c(=O)n1NC(=O)CN1CCCC1	-16.9	-2.2	-0.9	-3.5	-3.7	-0.7	-5.3	-4.1	0.5
FC(F)(F)c1cc(-c2ccccc2)nc(N2CCCCCC2)n1	-6.8	0.9	-0.1	-0.5	-2.1	-0.3	-40.4	14.7*	2.3
O=C1CN(C(=O)COc2ccccc2)c2ccccc2N1	0.5	-3.9	-11.3	-1.1	-0.7	-0.5	27.0	-0.8	0.1
CCOC(=O)c1sc(N2C(=O)C(O)=C(C(=O)c3ccco3)C2c2ccccc2)nc1C (stereo unspecified)	-19.1	29.1	-21.4	0.8	-0.8	.	.	.	.

Compounds as they come; about 4.3% have a hit in one of these screens.
